Yeast superoxide: caloric restriction mimetics inhibiting age-related superoxide in yeast; superoxide response (% of plate mean), % at 10 µM; S. cerevisiae aged cells, superoxide DHE fluorescence; stronger effect = lower value; 330,000 tested, 0.18% active;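 active = superoxide response under a set limit, about three screen SD below normal, cut at about 65% in these data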;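 note: yeast aged for seven days with compound at 30 °C before DHE staining; 100% = average MFI of all compound-treated wells on the plate with controls excluded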
RPL19A TOR yeast: modulators of TOR pathway RPL19A-GFP in S. cerevisiae; AID 2025; S. cerevisiae RPL19A-GFP strain, flow cytometry, 3 h; stronger effect = lower value; 330,000 tested, 0.3% active; percent response vs DMSO, % at 10 µM;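 active = percent response vs DMSO below 50%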;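 note: median channel GFP fluorescence of the barcoded RPL19A-GFP strain; ratio of sample median GFP to plate DMSO average so 100% = DMSO; lower means less RPL19A-GFP as with rapamycin TOR inhibition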
CIT2 TOR yeast: alters CIT2-GFP fluorescence in TOR pathway yeast screen. 320,000 tested, 0.065% active. S. cerevisiae CIT2-GFP strain, flow cytometry, 3 h; 100 means same as DMSO wells. AID 2029. GFP response vs DMSO, % at 10 µM;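 active = GFP response relative to DMSO above a set limit, near the screen mean plus 3 SD, cut at about 150% in these data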;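 note: ratio of well median GFP fluorescence to mean of DMSO wells on the plate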
GRK2 aptamer HTS: inhibitors of human GRK2 displacing RNA aptamer; P25098; bead flow cytometry, FAM-aptamer displacement from GRK2; inhibition of aptamer binding, % at 10 µM; 330,000 tested, 0.59% active; AID 488847;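 active = inhibition of aptamer binding above 40%, roughly 3 SD of noise, on plates passing a quality check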;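 note: median bead fluorescence of bound FAM aptamer so fluorescent compounds give negative values; no value below 0 was filed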
MEP2-GFP yeast: yeast TOR pathway MEP2-GFP modulation; 330,000 tested, 0.51% active; AID 2016; GFP response vs DMSO, % at 10 µM; S. cerevisiae MEP2-GFP strain, flow cytometry GFP, 3 h; 100% = DMSO control level;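 active = GFP response versus DMSO above a set limit, roughly screen mean plus 3 SD, cut at about 180% in these data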;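 note: median GFP fluorescence of the barcode-gated MEP2-GFP cells per well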
LAP4-GFP MLPCN: yeast TOR pathway LAP4-GFP modulation; S. cerevisiae LAP4-GFP multiplex, flow cytometry GFP, 3 h; median GFP as percent of DMSO wells; GFP response vs DMSO, % at 10 µM; 320,000 tested, 0.34% active;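 active = GFP response vs DMSO above a set limit, about the screen mean plus 3 SD, cut at about 150% in these data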
VLA-4 inh: inhibition in a human VLA-4 binding assay | P13612 | VLA-4 expressing cells, ligand binding flow cytometry | inhibition, % (about 7 µM as worked out from the volumes in the protocol) | 330,000 tested, 0.2% active | AID 2557; in the data active = inhibition above about 50%
Target sequence (P13612 whole entry, looked up): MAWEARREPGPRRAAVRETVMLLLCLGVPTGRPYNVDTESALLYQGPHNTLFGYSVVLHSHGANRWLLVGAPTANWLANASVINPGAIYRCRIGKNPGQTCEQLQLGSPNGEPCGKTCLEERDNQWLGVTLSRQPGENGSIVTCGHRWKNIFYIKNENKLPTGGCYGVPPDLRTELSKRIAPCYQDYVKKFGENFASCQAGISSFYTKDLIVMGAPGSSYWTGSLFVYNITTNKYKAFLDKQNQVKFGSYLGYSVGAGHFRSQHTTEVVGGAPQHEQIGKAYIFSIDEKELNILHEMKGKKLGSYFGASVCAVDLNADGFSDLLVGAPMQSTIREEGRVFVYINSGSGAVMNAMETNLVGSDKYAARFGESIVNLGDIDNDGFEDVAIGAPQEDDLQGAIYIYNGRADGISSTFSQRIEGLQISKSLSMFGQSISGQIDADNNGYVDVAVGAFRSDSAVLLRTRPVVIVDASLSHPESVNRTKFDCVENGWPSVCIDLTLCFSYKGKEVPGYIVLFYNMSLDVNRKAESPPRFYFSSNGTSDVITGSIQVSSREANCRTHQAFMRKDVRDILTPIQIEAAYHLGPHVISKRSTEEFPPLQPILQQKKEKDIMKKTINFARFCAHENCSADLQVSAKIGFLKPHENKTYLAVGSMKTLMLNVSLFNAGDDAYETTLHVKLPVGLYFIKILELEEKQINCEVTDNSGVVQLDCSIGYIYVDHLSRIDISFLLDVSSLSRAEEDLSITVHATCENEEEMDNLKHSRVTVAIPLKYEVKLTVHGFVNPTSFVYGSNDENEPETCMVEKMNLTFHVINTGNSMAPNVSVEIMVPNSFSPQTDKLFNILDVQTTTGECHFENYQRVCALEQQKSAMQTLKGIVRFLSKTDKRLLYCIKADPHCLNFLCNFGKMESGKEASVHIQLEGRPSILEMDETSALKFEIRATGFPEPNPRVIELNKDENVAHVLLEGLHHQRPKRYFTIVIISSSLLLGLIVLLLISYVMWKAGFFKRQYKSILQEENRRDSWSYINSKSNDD
AGP1 TOR yeast: yeast TOR pathway AGP1-GFP modulation | GFP response vs DMSO, % at 10 µM | 320,000 tested, 0.02% active | AID 2066 | S. cerevisiae AGP1-GFP multiplex flow cytometry, 3 h; GFP as percent of DMSO wells;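 active = GFP response relative to DMSO above a set limit, near screen average plus 3 SD, cut at about 150% in these data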;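 note: median GFP channel fluorescence of the gated AGP1 strain per well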
Active calls of the source: *; nt = not tested or not shown.

SMILES	Yeast superoxide	RPL19A TOR yeast	CIT2 TOR yeast	GRK2 aptamer HTS	MEP2-GFP yeast	LAP4-GFP MLPCN	VLA-4 inh	AGP1 TOR yeast
CC1(C)OC2C(CO)OC(n3cnc4c(=S)nc[nH]c43)C2O1 (stereo unspecified)	107	104	94	1	112	97	16	101
N#C/C(=C/c1ccc(-c2ccc(S(N)(=O)=O)cc2)o1)C(=O)Nc1ccccc1	100	103	97	0	98	87	4	93
COc1ccc(/C=C(/NC(=O)c2ccccc2)C(=O)N2CCOCC2)cc1OC	88	107	121	0	104	92	-11	104
COc1ccc(-c2cc(-c3nnc(-c4ccncc4)o3)c3ccccc3n2)cc1	119	97	91	4	100	96	24	94
Cc1ccccc1NC(=O)CNc1ccccc1C(=O)NCc1ccco1	99	104	106	0	101	107	-2	104
O=C(NCCS(=O)(=O)N1CCN(c2ccccc2)CC1)c1ccccc1F	101	95	95	1	95	102	-5	98
COc1ccccc1-n1nnnc1SCC(=O)Nc1cc(C)on1	96	99	98	0	106	106	0	104
CCCn1c(SC(C(=O)Nc2cccc(OC)c2)c2ccccc2)nc2ccccc2c1=O (stereo unspecified)	98	105	93	0	99	100	-10	99
COc1ccc(CNC(=O)CSc2nnc(C)s2)cc1	100	107	101	0	100	115	2	112
CC1=CCC(C(C)(C)NC(=O)c2ccccc2)C/C1=N\O (stereo unspecified)	125	96	90	2	97	98	11	98
CCN(CC)Cc1ccc(OC)c(Cl)c1	114	103	105	0	102	115	16	107
Cc1cccc(/C(N)=N/OC(=O)COc2ccccc2Cl)c1	89	93	89	0	95	96	6	87
CN1CCN(c2nc(-c3cccnc3)nc3scc(-c4ccccc4)c23)CC1	94	102	98	0	97	96	4	98
COc1ccc(CCN2C(=O)C3CC(C)=C(C)CC3C2=O)cc1OC (stereo unspecified)	99	100	102	3	96	99	6	101
COc1ccc(C(=O)Oc2c(C)occc2=O)cc1OC	96	98	111	2	99	101	-2	100
COc1ccc(C2NC(C(=O)O)Cc3c2[nH]c2ccccc32)cc1CN1CCN(c2ccc(F)cc2)CC1 (stereo unspecified)	105	99	100	0	102	104	4	108
CCCC(=O)NC(NC(=S)Nc1ccc(S(N)(=O)=O)cc1)C(Cl)(Cl)Cl (stereo unspecified)	106	98	101	0	100	95	20	103
CCCOc1ccc(-c2c(C(=O)N/N=C/c3ccc(C)cc3)nnn2-c2nonc2N)cc1	86	95	89	1	105	107	9	94
COc1ccc(CNC(=O)c2c([S-])n(-c3ccc(C)cc3)c3cccc[n+]23)cc1	99	97	89	3	90	108	9	95
CCC1C(=O)N=C(SCC(=O)Nc2ccccc2)NC1=O (stereo unspecified)	98	99	102	0	107	100	4	nt
CCC(C)NC(=O)Cn1cnc2sc(C)c(S(=O)(=O)N3CCN(c4ccccc4OC)CC3)c2c1=O (stereo unspecified)	97	99	102	0	92	99	-1	106
COC(=O)C1C(=O)C2=C(CC1C)NC(C)=C(C(=O)OC1CCCCC1)C2c1ccc(N(C)C)cc1 (stereo unspecified)	95	96	98	2	93	98	-13	95
O=C(Nc1nc2ccc(F)cc2s1)C1=NN(c2ccccc2)C(=O)CC1	102	99	100	0	109	100	1	95
Cc1nc(C)c(-c2csc(Nc3ncccc3C)n2)s1	79	100	88	0	101	106	18	93
Cc1ccc2cc(C#N)c(SCC(=O)NCc3ccco3)nc2c1	124	102	92	2	95	103	7	100
COc1ccc(Cn2c(-c3ccc(OC)cc3)n[nH]c2=S)cc1	81	101	106	4	98	101	-9	104
O=C(NCCc1c[nH]c2ccccc12)/C(=C\c1cccnc1)NC(=O)c1ccco1	101	95	91	0	87	91	0	91
Cc1ccc(CN2CCC(c3nc4ccc(Cl)cc4[nH]3)CC2)cc1	106	111	66	0	94	91	13	75
O=C(CCC(NC(=O)OCc1ccccc1)C(=O)OCC(=O)N1CCCCC1)OCC(=O)N1CCCCC1 (stereo unspecified)	90	101	120	0	101	80	-2	100
Cc1ccc2nc(/C(C#N)=C\c3ccc(Oc4ccc(C(F)(F)F)cc4[N+](=O)[O-])cc3)[nH]c2c1	110	105	91	0	137	117	11	109
CCCC[C@@H]1CNC(=O)C(=O)N1CCc1cc(C(F)(F)F)cc(C(F)(F)F)c1	88	94	98	1	92	85	28	97
OCC1(Cc2ccccc2C(F)(F)F)CCN(Cc2ccncc2)CC1	103	102	107	0	108	114	nt	108
Cc1ccc(S(=O)(=O)Nc2ccccc2F)cc1C(=O)NCCCN1CCCC1=O	104	101	100	0	106	100	-2	105
NC(=O)C1CC12c1ccccc1-c1ccccc12 (stereo unspecified)	103	82	89	0	87	nt	4	99
Cc1c(NC(=O)C(C)OC(=O)CC2CC3CCC2C3)c(=O)n(-c2ccccc2)n1C (stereo unspecified)	96	105	97	0	105	97	8	112
O=C(N/N=C/c1ccc2c(c1)OCO2)c1ccc(NS(=O)(=O)c2cccs2)cc1	102	105	96	0	107	109	26	103
CC(C)[C@H](NC(=O)NC1CCCC1)C(=O)O	92	99	97	0	97	98	6	99
CSC1=NCCCN1C(=O)c1c(-c2ccccc2Cl)noc1C	93	95	95	0	104	117	-8	106
C=CCn1c(=O)n(C(=O)OCC)c2cc(Br)ccc21	92	94	99	0	104	97	-1	93
O=C(Nc1ccc2[nH]c(=O)[nH]c2c1)C(F)(F)F	120	102	101	0	102	105	-2	108

Part of the list above, reduced to LAP4-GFP MLPCN, VLA-4 inh and GRK2 aptamer HTS:
molecule | LAP4-GFP MLPCN | VLA-4 inh | GRK2 aptamer HTS
Cc1ccc(S(=O)(=O)Nc2ccccc2F)cc1C(=O)NCCCN1CCCC1=O | 100 | -2 | 0
CCCC[C@@H]1CNC(=O)C(=O)N1CCc1cc(C(F)(F)F)cc(C(F)(F)F)c1 | 85 | 28 | 1
CCC(C)NC(=O)Cn1cnc2sc(C)c(S(=O)(=O)N3CCN(c4ccccc4OC)CC3)c2c1=O (stereo unspecified) | 99 | -1 | 0
Cc1nc(C)c(-c2csc(Nc3ncccc3C)n2)s1 | 106 | 18 | 0

Other entries follow:
SMILES	Yeast superoxide	RPL19A TOR yeast	CIT2 TOR yeast	GRK2 aptamer HTS	MEP2-GFP yeast	LAP4-GFP MLPCN	VLA-4 inh	AGP1 TOR yeast
O=C(Nc1ccc(F)cc1)c1ccc2nc[nH]c2c1	92	102	104	1	100	89	13	98
CC[C@@]12C(=O)N(c3cccc(Br)c3)C(=O)N1[C@H](c1ccc(Cl)cc1)[C@@H]1C(=O)N(C3CCCCC3)C(=O)[C@@H]12	98	98	88	0	94	105	3	88
CCOc1ccc(S(=O)(=O)N2CCN(C(=O)C3CC3C)CC2)cc1 (stereo unspecified)	104	97	102	1	97	99	-12	101
COc1ccc(-c2noc(CN(C)S(=O)(=O)c3ccccc3)n2)cc1OC	91	97	92	0	97	109	25	101
O=C(NCCCn1ccnc1)c1ccc(Cl)c(Cl)c1	90	101	102	0	101	99	1	108
CO/N=C/c1ccc(N2CCOCC2)c([N+](=O)[O-])c1	105	107	105	0	102	102	24	99
Cc1ccc(CNC(=O)C2CCC(=O)N(CCCN3CCOCC3)C2)cc1 (stereo unspecified)	95	105	102	1	104	99	5	102
COc1ccc(CCN=C(C)c2cc(C)c(C)cc2O)cc1OC	92	96	93	0	102	95	-13	94
CCOc1ccc(S(=O)(=O)N2CC(=O)Nc3ccccc32)cc1C#N	122	93	95	3	102	96	-3	95
COc1cc2c(C#N)c(N3CCCCC3)nc(N)c2c(N)n1	89	95	89	0	94	85	-2	90
COc1ccc2cc(C(=O)OC(C)C)sc(=O)c2c1OC	110	103	101	2	103	116	-8	98
CCCCN1C(=O)NC(c2ccc(OC)cc2)C(C(=O)OCc2ccccc2)=C1C (stereo unspecified)	102	100	92	3	107	101	23	103
Fc1ccc(CNCc2ccco2)cc1	134	97	88	0	99	84	12	96
O=C(c1ccc(F)cc1F)N(Cc1ccccn1)Cc1ccco1	115	94	85	0	94	94	30	92
Cc1cccc(N2CCN(C(=O)C3CCN(S(=O)(=O)c4c(C)noc4C)CC3)CC2C)c1 (stereo unspecified)	97	91	98	1	101	96	-12	94
COC(=O)c1ccccc1N1C(=O)C2C(C1=O)[C@H]1C=C[C@@H]2C1 (stereo partly specified)	99	103	106	0	101	102	-5	106
O=C(CSc1nnc(SCc2cccc3ccccc23)s1)N/N=C/C=C/c1ccccc1[N+](=O)[O-]	97	101	96	0	97	98	0	103
Brc1ccc(-c2c[n+]3c(n2-c2ccccc2)SCC3)cc1	95	92	95	0	98	108	-2	102
O=S(=O)(c1cccc(-c2nnc(SC(F)F)n2-c2ccccc2)c1)N1CCCCC1	103	96	103	0	98	97	0	102
CC(C)C(c1nnnn1C1CCCC1)N1CCOCC1 (stereo unspecified)	99	99	83	0	94	94	1	101

Fetched by structure from the entries so far, six records:
SMILES	Yeast superoxide	RPL19A TOR yeast	CIT2 TOR yeast	GRK2 aptamer HTS	MEP2-GFP yeast	LAP4-GFP MLPCN	VLA-4 inh	AGP1 TOR yeast
COc1ccc(CNC(=O)c2c([S-])n(-c3ccc(C)cc3)c3cccc[n+]23)cc1	99	97	89	3	90	108	9	95
COc1ccccc1-n1nnnc1SCC(=O)Nc1cc(C)on1	96	99	98	0	106	106	0	104
Cc1ccccc1NC(=O)CNc1ccccc1C(=O)NCc1ccco1	99	104	106	0	101	107	-2	104
CCCn1c(SC(C(=O)Nc2cccc(OC)c2)c2ccccc2)nc2ccccc2c1=O (stereo unspecified)	98	105	93	0	99	100	-10	99
CCOc1ccc(S(=O)(=O)N2CC(=O)Nc3ccccc32)cc1C#N	122	93	95	3	102	96	-3	95
COc1ccc2cc(C(=O)OC(C)C)sc(=O)c2c1OC	110	103	101	2	103	116	-8	98

Returning to the listing with the three entries that preceded the break.
SMILES	Yeast superoxide	RPL19A TOR yeast	CIT2 TOR yeast	GRK2 aptamer HTS	MEP2-GFP yeast	LAP4-GFP MLPCN	VLA-4 inh	AGP1 TOR yeast
Brc1ccc(-c2c[n+]3c(n2-c2ccccc2)SCC3)cc1	95	92	95	0	98	108	-2	102
O=S(=O)(c1cccc(-c2nnc(SC(F)F)n2-c2ccccc2)c1)N1CCCCC1	103	96	103	0	98	97	0	102
CC(C)C(c1nnnn1C1CCCC1)N1CCOCC1 (stereo unspecified)	99	99	83	0	94	94	1	101
Cc1cc(NC(=O)CCC(=O)N(Cc2ccccc2)C(C(=O)NC2CCCC2)c2ccco2)no1 (stereo unspecified)	111	105	107	2	106	97	18	103
COc1cccc(-c2nnc(-c3ccc(C)o3)o2)c1	97	106	100	2	108	114	18	97
COc1cc(S(=O)(=O)NCc2ccncc2)c(OC)cc1Br	100	102	90	0	88	86	0	93
c1ccc(-n2nnnc2Oc2ccc(-n3ccnc3)cc2)cc1	102	91	87	0	101	86	11	91

High-throughput results deposited in PubChem by NMMLSC.
